# NR2E3 ag-1: human photoreceptor-specific nuclear receptor agonism. Q9Y5X4. CHO-S Gal4-NCOR/VP16-NR2E3 two-hybrid, luciferase. inhibition of corepressor binding, % at 3.98 µM. 360,000 compounds, 0.35% hits. AID 602229;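 active means inhibition above the mean of all tested compounds plus 3 SD, cut at about 70% in these data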;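 further: 0% = DMSO with NR2E3 transfected cells and 100% = cells lacking NR2E3 construct; higher means lower luciferase signal from less NR2E3 corepressor binding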
# Target sequence (Q9Y5X4 whole entry, looked up, the tested form may be a part): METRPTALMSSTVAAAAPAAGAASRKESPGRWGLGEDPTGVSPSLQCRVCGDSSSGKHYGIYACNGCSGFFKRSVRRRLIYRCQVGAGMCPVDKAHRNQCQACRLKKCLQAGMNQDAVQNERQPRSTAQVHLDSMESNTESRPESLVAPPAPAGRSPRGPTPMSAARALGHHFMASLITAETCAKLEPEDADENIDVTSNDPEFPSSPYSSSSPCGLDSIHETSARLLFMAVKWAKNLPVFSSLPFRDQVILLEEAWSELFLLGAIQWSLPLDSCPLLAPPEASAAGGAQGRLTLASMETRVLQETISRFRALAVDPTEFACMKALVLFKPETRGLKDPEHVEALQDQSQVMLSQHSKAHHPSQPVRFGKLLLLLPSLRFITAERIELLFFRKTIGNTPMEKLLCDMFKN
# Granule exo inh: lytic granule exocytosis inhibition; inhibition, % at 10 µM; 360,000 compounds, 0.66% hits; TALL-104 LAMP-1 surface exposure, flow cytometry; cells stimulated with thapsigargin and PMA; AID 651702;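 active means inhibition above about 55%, limit read from the data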
# Vif inh: blocks HIV Vif function; AID 602346; inhibition, % at 7.49 µM; HEK293T cells, Vif self-association by quenched fluorescence, imaging, 24 h; 340,000 compounds, 0.35% hits; in the data active means inhibition above about 50%, passing the limit was not always enough; further: some results filed as inactive read as strong as hits
# aDG glyco act: increases alpha dystroglycan glycosylation; activation, % at 10 µM; Pro5-aDG cells, alpha-DG glycosylation AlphaScreen (IIH6); 0% Pro5, 100% B10-LARGE cell signal; 360,000 compounds, 0.22% hits;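 active means activation of at least 8% versus controls, or a plate z-score of at least 8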;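 further: Pro5 are CHO cells carrying HIG-tagged alpha-DG that lacks glycosylation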
# NR2E3 ag-2: NR2E3 (human) agonism. AID 2300. 320,000 compounds, 0.12% hits. inhibition of corepressor binding, % at 4.78 µM. Q9Y5X4. GST-NR2E3/biotin-RetCOR TR-FRET, 1536-well;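 active means percent inhibition above the cutoff of mean plus 3 SD of all tested compounds, set per screening campaign, cut at about 20% in these data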;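 further: 0% = DMSO wells and 100% = biotin wells as full block of FRET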
#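 Test system: GST-NR2E3 and biotin-RetCOR proteins | Quantity: 1.35 nM GST-tagged NR2E3 final | Medium: Tris pH 7.5 | Also added: 7 nM biotin-RetCOR | Dosing: Compound at 4.8 µM, single dose | Timing: 5 h at 4 °C | Detection: Time-resolved FRET | Read-out basis: Percent inhibition | Benchmarks: Biotin wells as high control, 0.6% DMSO wells as low control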
# Peg3 promoter: inhibitors of Peg3 promoter; inhibition, % at 20 µM; AID 588405; HeLa PEG-Prom luciferase reporter, luminescence, overnight; 360,000 compounds, 1.7% hits;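 active means inhibition of at least 50% at 20 µM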
# HIF-2a inh: HIF-2a inhibition; 786-0 RCC cells HIF-2a reporter, luciferase luminescence, overnight; inhibition, % at 18.8 µM; 360,000 compounds, 0.72% hits;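 active means inhibition of the luminescence signal of 40% or more relative to plate controls, in a single-dose primary screen at 18.75 µM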
# PDI inh: PDI (human) enzyme inhibition | P07237 | PDI insulin aggregation turbidity, A650, 90 min | inhibition, % at 10 µM | 350,000 compounds, 0.052% hits | AID 588391;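 active means mean inhibition across replicates of 30% or more, whatever share of single replicates reach that level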;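 further: absorbance from insulin aggregation driven by PDI reduction with DTT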
# Target sequence (P07237 whole entry, looked up): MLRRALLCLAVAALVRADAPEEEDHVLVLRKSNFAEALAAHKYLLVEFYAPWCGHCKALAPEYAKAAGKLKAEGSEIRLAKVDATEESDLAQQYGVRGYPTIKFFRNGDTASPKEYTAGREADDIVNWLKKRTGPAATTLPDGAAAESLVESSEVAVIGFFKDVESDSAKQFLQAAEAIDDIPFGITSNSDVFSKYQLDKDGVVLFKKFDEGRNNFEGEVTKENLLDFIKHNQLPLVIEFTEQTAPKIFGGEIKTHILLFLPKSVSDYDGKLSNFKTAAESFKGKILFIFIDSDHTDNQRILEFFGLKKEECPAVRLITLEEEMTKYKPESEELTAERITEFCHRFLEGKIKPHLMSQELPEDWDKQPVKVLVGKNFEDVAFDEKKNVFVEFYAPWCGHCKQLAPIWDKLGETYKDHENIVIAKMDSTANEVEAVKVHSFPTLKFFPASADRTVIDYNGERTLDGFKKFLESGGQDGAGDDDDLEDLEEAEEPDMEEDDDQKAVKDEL
# iPSC survival up: increases survival of single human iPS cells; hiPSC single-cell survival, ATPlite luminescence; 100% = ROCK inhibitor wells, 0% = DMSO; survival enhancement, % at 20 µM; 360,000 compounds, 0.044% hits; in the data active means survival enhancement above about 18%;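 further: cells exposed to compounds for 16 hours before the ATP read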
# MITF TRPM1 inh: inhibitors of MITF-driven TRPM1 promoter in melanoma cells; SK-MEL-5 TRPM1 promoter luciferase, 24 h; inhibition, % at 12.5 µM; 330,000 compounds, 0.83% hits; AID 488899;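 active means mean inhibition across replicates of 60% or more, whatever share of single replicates reaches that level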; further: values of inactives mirror those of a sister screen read the other way
# CaV13 ICDI inh: Disruptors of the CACNA1D IQ motif to Ca2+-dependent inactivation inhibitor domain association, primary screening, Förster resonance energy transfer in intact living …; HEK cells, CFP/YFP FRET ICDI-IQ, plate reader, 10 min; percent FRET-ratio fall versus neutral wells; inhibition, % at 12.3 µM; 340,000 compounds, 0.098% hits;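 active means mean replicate inhibition of at least 30% and at least 1% of replicates passing that level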;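 further: 0% = median of the neutral control wells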
# Active calls of the source: *; . = not tested or not shown.
# The line under a structure holds: Granule exo inh, aDG glyco act, CaV13 ICDI inh, NR2E3 ag-1, MITF TRPM1 inh, iPSC survival up, HIF-2a inh, Vif inh, NR2E3 ag-2, Peg3 promoter, PDI inh
Clc1ccc(Cn2ccc(-c3ccc4c(c3)OCO4)n2)cc1Cl
  1, 0.3, -9, 3, -8, 3.0, -72, 2, -2, -24, 9
Cc1ccc(SC[C@H](CC(C)C)N2CCN(CCc3ccccc3)CCC2=O)cc1
  -2, 0.3, -6, -66, -61, -2.6, -170, -2, ., -165, 1
CCOC(=O)c1ccc(NC(=S)Nc2ccc(Cl)cn2)cc1
  9, -0.7, 4, 7, 0, -0.5, 19, 0, 1, 24, -5
Cc1cccc(-c2cccc3nccn23)c1
  -2, -0.3, -5, 6, ., 0.9, 5, -4, ., -6, 1
Cc1nc(NC(=O)COC(=O)C(NC(=O)c2ccco2)C(C)C)c(Cl)cc1Cl (configuration not stated)
  3, -0.4, -5, -12, -2, -1.0, 17, 11, 2, 13, 4
CCC(=O)NC(Nc1cc(C)ccn1)(C(F)(F)F)C(F)(F)F
  -1, -0.3, -7, 25, 4, 2.0, -11, ., 0, 9, -6
Cn1c(SCc2ccc(Br)cc2)nnc1-c1ccccn1
  -2, 0.6, 1, -48, -20, -0.6, -98, -8, 1, -48, 0
c1ccc(-c2nnsc2Sc2ccccn2)cc1
  13, 0.3, -5, -69, -46, -0.1, -229, 1, 2, -135, -4
CSc1ccc(S(=O)(=O)N2CCN(Cc3ccc4c(c3)OCO4)CC2)cc1
  2, 0.0, -2, -13, 1, -1.3, 3, 18, 6, -12, .
COc1ccccc1N1CCN(S(=O)(=O)c2ccc3c(c2)CC(C)N3C(C)=O)CC1 (configuration not stated)
  0, -0.2, -5, 19, 7, 1.1, 3, 1, 3, 10, 1
COc1cc(C(=O)Nc2ccc(S(=O)(=O)N3CCOCC3)cc2)c([N+](=O)[O-])cc1OC
  74*, -0.5, -7, 0, 9, -0.1, 12, 2, 6, 9, -6
CCOC(=O)C1=CCN(S(=O)(=O)c2ccc(Cl)cc2)C1c1ccc(C)cc1 (configuration not stated)
  -1, -0.3, -6, -25, ., 0.1, -1, ., ., 21, .
CC(C)Oc1ccc(OCCNC2CCCC2)cc1
  -1, 0.4, ., -15, -20, -1.1, -17, -3, 2, -16, -6
Cc1cc(Cl)ccc1OCC(=O)NNC(=O)C1CSC2(C)CCC(=O)N12 (configuration not stated)
  0, -0.1, -7, 6, -8, -0.5, -5, ., 2, 4, 12
COc1ccc(Cc2nnc(N/N=C/c3ccc(O)cc3O)[nH]c2=O)cc1OC
  -10, 0.0, -15, -22, 7, -0.2, 21, 4, -4, 12, 6

# A second format for some results above:
Molecule,Granule exo inh,aDG glyco act,CaV13 ICDI inh,NR2E3 ag-1,MITF TRPM1 inh,iPSC survival up,HIF-2a inh,Vif inh,NR2E3 ag-2,Peg3 promoter,PDI inh
Cn1c(SCc2ccc(Br)cc2)nnc1-c1ccccn1,-2,0.6,1,-48,-20,-0.6,-98,-8,1,-48,0
c1ccc(-c2nnsc2Sc2ccccn2)cc1,13,0.3,-5,-69,-46,-0.1,-229,1,2,-135,-4
CSc1ccc(S(=O)(=O)N2CCN(Cc3ccc4c(c3)OCO4)CC2)cc1,2,0.0,-2,-13,1,-1.3,3,18,6,-12,.
COc1ccccc1N1CCN(S(=O)(=O)c2ccc3c(c2)CC(C)N3C(C)=O)CC1 (configuration not stated),0,-0.2,-5,19,7,1.1,3,1,3,10,1
COc1cc(C(=O)Nc2ccc(S(=O)(=O)N3CCOCC3)cc2)c([N+](=O)[O-])cc1OC,74*,-0.5,-7,0,9,-0.1,12,2,6,9,-6
CCOC(=O)C1=CCN(S(=O)(=O)c2ccc(Cl)cc2)C1c1ccc(C)cc1 (configuration not stated),-1,-0.3,-6,-25,.,0.1,-1,.,.,21,.
CC(C)Oc1ccc(OCCNC2CCCC2)cc1,-1,0.4,.,-15,-20,-1.1,-17,-3,2,-16,-6
Cc1cc(Cl)ccc1OCC(=O)NNC(=O)C1CSC2(C)CCC(=O)N12 (configuration not stated),0,-0.1,-7,6,-8,-0.5,-5,.,2,4,12
COc1ccc(Cc2nnc(N/N=C/c3ccc(O)cc3O)[nH]c2=O)cc1OC,-10,0.0,-15,-22,7,-0.2,21,4,-4,12,6

# (list continues)
# The line under a structure holds: Granule exo inh, aDG glyco act, CaV13 ICDI inh, NR2E3 ag-1, MITF TRPM1 inh, iPSC survival up, HIF-2a inh, Vif inh, NR2E3 ag-2, Peg3 promoter, PDI inh
O=C(NCC(=O)N1CCN(c2ncccn2)CC1)c1ccccc1F
  -3, -0.1, -5, -61, -48, 0.2, -141, 0, ., -79, 0
Cc1nn(-c2ccccn2)c2nc(-c3cccs3)cc(C(=O)NCc3ccco3)c12
  0, -0.2, ., 4, -29, 1.1, -77, 3, 4, -39, -3
CC(=O)N1CCN(C(=O)c2ccc(Cl)c(S(=O)(=O)N3CCCC3)c2)CC1
  4, 0.9, -7, 32, -4, -3.4, -1, 5, ., -1, -4
S=C(NC1CC1)NC1CCCc2ccccc21 (configuration not stated)
  0, 0.4, -7, 23, 10, -2.0, 10, -2, -2, 15, 2
CCOC(=O)C1(Cc2cccc(OC)c2)CCN(Cc2ccon2)CC1
  -1, 0.0, -5, 25, 5, 0.0, 5, 0, -3, 7, 2
Cc1c(-n2cc(C(=O)c3cc(Cl)ccc3O)cc(C#N)c2=O)c(=O)n(-c2ccccc2)n1C
  2, 0.2, -7, 5, 4, 6.0, 5, ., -4, 17, 22
O=C(COc1cccc(Cl)c1)N/N=C\c1cc2ccccc2nc1Cl
  -2, 0.1, -7, 3, 11, -1.9, 10, -1, 4, 5, 6
CC1(C(=O)NCc2ccc3c(c2)OCO3)CCN1C(=O)CC1CCCC1 (configuration not stated)
  -1, 0.0, -9, -1, ., -2.1, -2, -2, ., 9, 14
CCN1CCN(C(=O)c2cc3cc4ccc(OC)cc4nc3s2)CC1
  -1, 0.1, -4, -2, 7, -1.1, -79, -12, -1, -45, 3
COc1cc(NC(=O)c2ccco2)c(C(=O)OCC(=O)c2c[nH]c3ccccc23)cc1OC
  -2, -0.8, -5, -27, -7, -1.5, 0, -6, 4, 75*, -6
O=C(O)c1ccccc1NS(=O)(=O)c1cccc(N=Nc2c(O)[nH]c(=S)[nH]c2=O)c1
  2, 0.1, -5, -17, 2, 0.1, 4, 0, ., 10, -3
CCCCCn1c(CCC(=O)Oc2ccccc2OC)nc2c1c(=O)[nH]c(=O)n2CCCC
  1, 0.3, 0, -20, 9, -3.0, 14, 4, -4, 8, -5
CS(=O)(=O)N1CCC(C(=O)NCc2ccc(F)cc2Cl)CC1
  0, 0.2, -7, -8, 7, -3.2, 19, 20, 1, 3, 1
Cc1cc(Cl)ccc1OC(C)C(=O)NCCCCc1ccccc1 (configuration not stated)
  0, -0.2, -7, -15, 5, -0.3, -4, ., -2, 8, -7
c1ccc(-c2nnc(NC3=NCCC3)o2)cc1
  -1, 0.0, -8, -112, -25, -0.8, -54, 16, 0, -107, 1

# Continued:
# The line under a structure holds: Granule exo inh, aDG glyco act, CaV13 ICDI inh, NR2E3 ag-1, MITF TRPM1 inh, iPSC survival up, HIF-2a inh, Vif inh, NR2E3 ag-2, Peg3 promoter, PDI inh
O=C(Nc1ccc(Cl)cc1)C1C2CCC3C(CCC21)C3(Cl)Cl (configuration not stated)
  8, 0.3, ., -20, -20, -0.1, -35, -15, ., -19, -1
CCOc1ccccc1CN1C(=O)NC(C)(c2ccccc2)C1=O (configuration not stated)
  6, 0.3, -5, 13, 9, -0.8, 9, 10, -3, 13, 1
Cc1cc(C)cc(NC(=O)COC(=O)COc2cccc3c2OC(C)(C)C3)c1
  -1, -0.1, -6, -11, 9, -0.4, 2, 10, -1, 11, -4
CN(/N=C/C=C/c1ccccc1)c1cc(=O)n(C)c(=O)[nH]1
  6, 0.1, -4, -32, 10, 0.9, -24, -1, -3, -19, 6
COC(=O)c1sc2nc(-c3ccco3)ccc2c1N
  0, -0.1, -7, -152, 1, -2.3, -209, 4, -1, -314, 18
COc1ccc(N2CC(O)=C(c3nc(-c4ccc(Br)cc4)cs3)C2=N)cc1
  -7, -0.6, 1, -8, ., -0.7, 3, -2, 1, 26, 0
COc1ccc(-c2[nH]ncc2CN(C)Cc2nonc2C)c(OC)c1
  -1, 0.0, -12, -11, 6, -0.7, 17, -1, -1, -3, 14
CCOc1ccc(S(=O)(=O)N2CCCCCC2)cc1
  2, -0.3, -6, -12, -1, 0.3, -3, 1, 2, 14, -8
COC(=O)C1=C(C)NC(=O)/C1=C\c1cccs1
  -2, -0.2, ., -43, -4, 8.1, -79, 4, -3, -21, 8
Cc1cccc(N(C(=O)Cn2nnc(-c3ccc(F)cc3)n2)C(C(=O)NC(C)(C)C)c2ccncc2)c1 (configuration not stated)
  -4, 0.3, 2, 10, 17, -2.5, 19, -6, -2, 13, 7
CCOc1ccc(NC(=O)COc2nsnc2N2CCOCC2)cc1
  -2, -0.1, -1, -17, -9, 0.4, -13, 7, -3, -44, -5
O=C(Cn1nc(C(F)(F)F)c2c1CCC2)NC1CCCCC1
  0, -0.1, -3, -5, 1, -0.8, 27, 3, -2, 12, 3
CCOC(=O)C1CCN(C(=O)Nc2ccc(C)c(Cl)c2)CC1
  -3, 0.1, -19, -11, -5, -0.6, 10, -6, 2, 5, 5
Cc1ccc(S(=O)(=O)NC(=O)C2(C)CCN2C(=O)Cc2ccc(C(C)(C)C)cc2)cc1 (configuration not stated)
  -4, -0.2, -5, 9, ., 2.3, 11, -2, ., 8, -16
CCOc1ccc(S(=O)(=O)Nc2cc(OC)ccc2OC)cc1
  6, 0.0, ., 2, 5, -0.1, 4, 8, -5, 5, 3

# Following part.
# The line under a structure holds: Granule exo inh, aDG glyco act, CaV13 ICDI inh, NR2E3 ag-1, MITF TRPM1 inh, iPSC survival up, HIF-2a inh, Vif inh, NR2E3 ag-2, Peg3 promoter, PDI inh
C=CCn1cccc(C(=O)Nc2ccc(N(C)C)cc2)c1=O
  -18, 0.1, -3, -74, ., -0.5, -150, -10, -6, -194, -14
Cc1ccc(CN2CCN(C3CCOCC3)CC2CCO)cc1 (configuration not stated)
  1, 0.2, -5, -4, -3, 0.0, 11, 2, 1, 2, -3
Cc1ccc(CCN2CCN=C2N(C)C)cc1
  -10, 0.0, -10, -16, -11, -3.1, 15, -1, -2, -12, -8
CC(=O)Nc1ccc(NC(=O)CSc2nnc(NC(=O)c3cccc(F)c3)s2)cc1
  -9, 0.0, -3, -21, -8, -0.4, -128, ., 2, -145, -9
Cc1cc(-c2ccccc2)n(-c2ccccc2)n1
  -19, 0.2, -5, -73, -44, -0.5, -258, 9, 3, -223, -2
CC1CC(Nc2cccc(O)c2)=CC(=O)O1 (configuration not stated)
  0, 0.0, 0, -11, 0, 2.7, 16, -4, -2, 5, -6
N=c1c(S(=O)(=O)c2ccccc2)cc2c(=O)n3ccccc3nc2n1C1CCCC1
  49, 0.1, 16, 13, -8, -0.3, 13, 29, 6, 7, -14
CCN(CC(=O)NCc1ccc(Cl)cc1)C(=O)CCOc1ccc(C)cc1
  -3, 0.0, -3, -2, 1, -0.5, -30, 0, 3, -16, 0

# Screens deposited in PubChem BioAssay by several laboratories.
